# Plk1 PBD FP: inhibitors of human Plk1 polo box domain binding; P53350; Plk1 PBD phosphopeptide binding, fluorescence polarization; inhibition, %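 (tested at about 20 µM)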; 97,000 tested, 0.13% active; in the data active means inhibition above about 34%, passing the limit was not always enough
# TNFa cytotox: toxic to HUVEC cells under TNF alpha stimulation; HUVEC TNFalpha-stimulated, Hoechst cell count, imaging; cell count reduction, % at 2 µM; 93,000 tested, 0.17% active; AID 848;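 active means cell count reduction exceeding the screen mean by over 5 SD, scaled to untreated wells per plate, cut at about 78% in these data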;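 further: cells counted after 24 h of TNF alpha exposure following the 1 h pretreatment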
# HUVEC tox IL1B: HUVEC cytotoxicity counter-screen, IL-1B stimulated | HUVEC cell count loss, Hoechst imaging | cell count reduction, % at 2 µM | AID 845 | 94,000 tested, 0.41% active;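 active means cell count reduction more than 3 SD above the screen-wide mean, cut at about 70% in these data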;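 further: normalized per plate to untreated control cells as the no-loss baseline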
# PLK1 inh: blocks human PLK1 kinase activity. P53350. recombinant PLK1 kinase, TR-FRET peptide phosphorylation. inhibition, % at 10 µM. 97,000 tested, 0.53% active;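 active means inhibition of 50% or more in the single-concentration screen; inactive means inhibition below 50%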;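 further: 0% = DMSO max control and 100% = H-89 dihydrochloride min control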
# F-actin modifier: cytoskeleton assembly modification; 91,000 tested, 0.18% active; HUVEC TNFa F-actin phalloidin imaging, high content; inhibition, % at 2 µM;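 active means inhibition above the batch mean plus 3 SD and confirmed as a hit by visual image inspection, cut at about 30% in these data, passing the limit was not always enough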; further: strong numbers were not always called active
# sEH inh: blocks human soluble epoxide hydrolase activity; recombinant human sEH enzymatic activity assay; inhibition, % at 2 µM; 91,000 tested, 0.34% active; in the data active means inhibition above about 80%; further: values of inactives mirror those of a sister screen read the other way; many of its hits are not listed in these tables
# Target sequence (P34913 whole entry, looked up): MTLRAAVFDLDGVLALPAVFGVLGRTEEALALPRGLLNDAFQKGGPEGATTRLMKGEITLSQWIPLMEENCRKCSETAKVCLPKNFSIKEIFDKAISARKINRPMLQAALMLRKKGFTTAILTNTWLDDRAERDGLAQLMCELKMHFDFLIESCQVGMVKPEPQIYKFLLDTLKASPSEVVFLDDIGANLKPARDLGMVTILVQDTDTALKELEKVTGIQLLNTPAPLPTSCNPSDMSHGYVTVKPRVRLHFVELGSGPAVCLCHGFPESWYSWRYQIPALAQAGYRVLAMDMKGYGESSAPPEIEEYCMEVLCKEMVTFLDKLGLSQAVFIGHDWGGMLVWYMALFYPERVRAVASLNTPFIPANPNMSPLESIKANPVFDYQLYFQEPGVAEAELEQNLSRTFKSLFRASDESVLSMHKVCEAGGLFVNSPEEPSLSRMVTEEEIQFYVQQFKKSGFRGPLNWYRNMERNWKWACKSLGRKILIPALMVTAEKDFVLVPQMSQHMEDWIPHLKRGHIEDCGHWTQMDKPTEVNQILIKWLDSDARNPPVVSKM
# E coli WT exp: growth inhibitors of E. coli BW25113 wild type; OD600 absorbance; growth inhibition, % at 100 µM; 98,000 tested, 0.15% active; AID 710;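 active means growth inhibition above about 50% at one test dose, limit read from the data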;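 further: growth measured after 20 h incubation at 37 °C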
# DAT uptake mod: modulates human dopamine transporter uptake under cocaine | Q01959 | LLC-PK1 hDAT cells, [14C]-dopamine uptake with cocaine IC80; actives deviate in either direction | B-score at 10 µM | 110,000 tested, 1.3% active;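 active means Z score or B-score, a plate-position-corrected score, falls beyond the plate's 99.7% confidence bounds, in either direction; inactive means both scores lie inside the 99.7% bounds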;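 further: scored against the spread of the other compound wells on the same plate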
# VCAM1 TNFa inh: reduces TNF alpha induced VCAM1 expression in HUVEC; inhibition, % at 2 µM; HUVEC TNFa-induced VCAM-1 immunofluorescence, high-content imaging; AID 802; 95,000 tested, 0.48% active;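 active means inhibition above the batch mean plus 3 SD, with images confirmed as a hit by eye, cut at about 37% in these data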;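 further: 0% = TNF-stimulated DMSO wells and 100% = unstimulated control wells; not every result past the cut was called active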
# Starred values were filed as active, the others as inactive; . = not tested or not shown; & = joins results of further samples.
smiles | sEH inh | TNFa cytotox | DAT uptake mod | E coli WT exp | HUVEC tox IL1B | VCAM1 TNFa inh | Plk1 PBD FP | F-actin modifier | PLK1 inh
CC1CCCN(C(=O)CSc2nnc(-c3cccnc3)n2C2CCCCC2)C1 (stereo unspecified) | 2 | -20 | 0.63 | -7 | -3 | -7 | 9 | 12 | -12
Cc1ccc(CNCc2cccnc2)cc1 | -4 | -13 | 1 | 7 | 4 | 7 | -13 | 3 | -9
Cc1noc(C)c1C(=O)OCC(=O)c1cc(C)n(Cc2ccccc2Cl)c1C | . | -39 | 0.79 | -10 | 3 | 13 | -9 | 28 | 1
Cc1cccc(N/C=C/c2onc(C)c2[N+](=O)[O-])c1 | 13 | 0 | 0.81 | 1 | 4 | 8 | -13 | -2 | -5
CCn1cnc2cc(NC(=O)c3ccco3)ccc21 | -17 | -2 | 0.76 | . | -27 | 7 | -1 | 9 | -11
CCCOc1ccc(C(=O)CCC(=O)OCC(=O)N2CC(=O)Nc3ccccc32)cc1 | -6 | -11 | 1.2 | -3 | 9 | 12 | 10 | -2 | -10
COC(=O)c1ccc(NC(=O)CSc2ccccn2)cc1 | -19 | 10 | -0.059 | 5 | 8 | 9 | -2 | -8 | -13
O=C(O)CCNS(=O)(=O)c1ccc(Oc2ccccc2Cl)cc1 | 6 | -13 | -0.11 | -6 | 13 | -27 | -1 | 23 | -4
O=C(O)C1C2C=CC3(O2)C1C(=O)N1c2ccccc2C2OCCC2C13 (stereo unspecified) | -22 | -10 | -0.4 | 1 | -7 | -5 | 1 | 32 | -14
CC(C)(C)n1nnnc1CN1CCSCC1 | 7 | -4 | -0.83 | -4 | -3 | 8 | 26 | -18 | 1
COc1ccc(CCNC(C)=O)cc1 | 10 | -4 | 0.024 | 0 | 10 | 6 | -22 | -13 | -10
O=C(CSc1ccc(Cl)cc1)Nc1cccc(-c2nc3ncccc3o2)c1 | 14 | 2 | -0.37 | -2 | -24 | 4 | -8 | 15 | -8
CCOC(=O)c1c(CN2CCOCC2)n(C)c2cc(Br)c(O)c(CN(C)C)c12 | -6&-31 | -11&-7 | -0.62&-0.6 | 4&5 | 6&-16 | 13&1 | -10&7 | -22&7 | -5&-5
COCCNCc1ccccc1 | 1 | -10 | -0.34 | -1 | 12 | 11 | -8 | 24 | -8
CCn1c(=O)cc(OCC(=O)Nc2cccnc2)c2ccccc21 | 14 | -5 | -0.13 | 0 | -6 | 4 | -23 | 9 | -1
CCc1ccc(OCC(=O)NCc2ccco2)c(Br)c1 | 11 | -39 | -1.3 | 15 | -21 | 6 | -23 | 6 | -6
Cc1ccc(-n2c(SCC(=O)Nc3cc(C)on3)nc3c([nH]c4ccccc43)c2=O)cc1 | -8 | -5 | . | -5 | 12 | 13 | -12 | -1 | -13
CCCCn1c(/N=C/c2ccc3c(c2)OCO3)nc2ccccc21 | -15 | -16 | 0.95 | 18 | . | -7 | 12 | 0 | -6
Cc1ccc(OCC(=O)Sc2ccc(C)cc2)cc1 | 4 | -44 | 0.16 | -8 | 4 | -2 | 1 | . | -8
CCOc1ccc(NC(=O)CN(C)c2nnnn2-c2ccccc2)cc1OCC | . | -14 | -0.025 | 0 | -19 | -4 | 0 | -17 | -6
O=c1cc(O)c2c(=O)n(C3CCCCC3)c3ccccc3c2o1 | 2 | -19 | 1.8 | -7 | -38 | -4 | 18 | 40 | 0
COc1cccc(-n2nnc3c(=O)n(Cc4ccccc4F)cnc32)c1 | -8 | -30 | 0.22 | 6 | -8 | -18 | -4 | 0 | -2
Cc1ccccc1N1CCN(C(=O)c2ccccc2NC(=O)C2CC=CCC2C(=O)O)CC1 (stereo unspecified) | -6 | -22 | 2.1* | -2 | 4 | 11 | 7 | -13 | -3
CCN(CC)S(=O)(=O)c1ccc2[nH]cc(C(=O)NCCc3ccc(OC)c(OC)c3)c(=O)c2c1 | -7 | -4 | 2.9 | -2 | -26 | 3 | -23 | -1 | -10
O=C(CSc1nc2c([nH]c3ccccc32)c(=O)n1-c1ccc(F)cc1)NCc1ccco1 | 8 | -4 | . | -12 | -5 | 11 | -13 | 3 | -1
CCOC(=O)c1c(NC(=O)CSc2nnc(-c3cccnc3)o2)sc(C)c1C | -14 | 0 | -0.0069 | 1 | 14 | 12 | 29 | 6 | -17
CC(NC(=O)c1ccc(F)cc1)C(c1cccs1)N1CCN(C)CC1 (stereo unspecified) | -12 | -7 | 0.66 | . | -33 | 8 | 8 | 7 | -3
COc1ccc(-c2c3c(=O)n(C)c(=O)n(C)c3cn2NC(C)=O)cc1 | -16 | 0 | 0.14 | -5 | 26 | 10 | 2 | 5 | 0
COc1ccnc(Oc2ccc3ccccc3c2)c1C#N | 1 | -5 | . | 0 | 4 | -23 | 7 | 4 | -10
O=C(NCCN1CCOCC1)C1CCC(=O)N1C1CCCCC1 (stereo unspecified) | -1 | -34 | 0.16 | -2 | -20 | 15 | -5 | -4 | -7
COc1ccc(N(CC(=O)NCc2ccccc2OC)S(=O)(=O)c2c(C)nn(C)c2C)cc1 | -3 | -9 | 1.9 | 5 | 22 | 1 | -15 | 7 | -8
CCNc1nc(NC#N)nc(SCC(=O)OCC)n1 | -4 | -29 | -0.78 | -1 | 5 | -9 | 1 | 27 | -8
CCOC(=O)c1csc(NC(=O)C2CCCCC2)n1 | -3 | -16 | 0.51 | 9 | -18 | 23 | 21 | 3 | -12
CN1C(=O)C2(C(C#N)=C(N)N(c3cc(Cl)cc(Cl)c3)C3=C2C(=O)CC(C)(C)C3)c2ccccc21 (stereo unspecified) | -2 | -13 | -0.37 | -9 | -18 | 11 | 5 | 6 | -7
O=C(CCCn1c(SCC(=O)NCC2CCCO2)nc2ccccc2c1=O)NCc1ccccc1 (stereo unspecified) | 22 | -3 | -0.82 | -7 | -4 | 8 | 22 | -3 | -4
COc1ccc(CC(=O)Nc2c3c(nn2-c2cccc(C)c2C)CS(=O)C3)cc1OC (stereo unspecified) | 8 | 15 | 0.85 | 6 | -4 | 12 | 11 | -14 | -6
CC(=O)Nc1cccc(NC(=O)C2CCCN2C(=O)Nc2ccc(Cl)cc2)c1 (stereo unspecified) | 54 | 12 | 0.014 | 9 | -20 | -15 | 8 | 14 | -9
O=C(Nc1ccc(F)cc1)N1CCC(c2nc3c(nnn3Cc3cccc(Cl)c3)c(=O)[nH]2)CC1 | . | -28 | 0.73 | -1 | -12 | 11 | -16 | -13 | -6
CCOc1ccc(C2/C(=C(/O)c3ccc(OC)cc3)C(=O)C(=O)N2c2cc(C)on2)cc1OC (stereo unspecified) | -11 | -7 | 3.6* | 3 | 8 | -58 | -3 | 8 | -16
C=CCn1c(SCC(=O)C(C)(C)C)nnc1-c1ccccn1 | 0 | 1 | -0.47 | -9 | . | 1 | 14 | -15 | -8
CCOc1ccccc1CNS(=O)(=O)c1ccc2c(c1)oc(=O)n2C | . | -16 | 0.37 | 1 | -9 | 8 | 11 | 2 | 12
CCn1c(=O)cc(OCC(=O)N2CCN(C(=O)c3ccco3)CC2)c2ccccc21 | -9 | -3 | -1.2 | -1 | 0 | 4 | -30 | -20 | -8
COc1cc(NS(=O)(=O)c2ccc(N=Cc3c(C)[nH]n(-c4ccccc4)c3=O)cc2)nc(OC)n1 | 6 | -15 | 1.1 | 17 | -27 | 6 | -25 | 38 | -8
CCC(C)n1cnc2c(c1=O)c1nc3ccccc3nc1n2Cc1ccc2c(c1)OCO2 (stereo unspecified) | 3 | -22 | 4.1* | -17 | -4 | -8 | 0 | -3 | -16
O=C(O)c1ccc(CS(=O)(=O)c2cccc(C(F)(F)F)c2)o1 | . | -18 | 0.045 | 9 | -1 | -22 | 11 | 5 | -14
O=C(OCC(=O)N1CCCCC1)c1cc2ccccc2cc1O | 0 | -31 | 0.0048 | 4 | 6 | -10 | -6 | -12 | -9
CCS(=O)(=O)NCCc1ccc(OC)c(OC)c1 | 4 | -9 | -0.1 | -3 | -1 | 12 | -1 | -9 | -8
Cc1cc(C)cc(OCC(=O)NC2=NCCS2)c1 | 9 | -12 | -0.15 | -1 | -16 | 9 | -6 | 4 | -11
Cc1cnc(C(=O)OCC(=O)NC(=O)NC(C)C)cn1 | . | -29 | -0.83 | -10 | -7 | 11 | 5 | 9 | -8
CC(=O)c1cccc(OCCN2C(=O)NC(C)(C)C2=O)c1 | 0 | -12 | 0.78 | 4 | -25 | 17 | 14 | 17 | -3
CCOC(=O)c1nnn(-c2nonc2N)c1CN1CCCCCC1 | -14 | -9 | 0.19 | -2 | 17 | -9 | 18 | 18 | -9
COc1cc(-c2nc3c(c(C)nn3-c3ccccc3)c3cc(OC)c(OC)cc23)ccc1O | 1 | -7 | 0.99 | -3 | 18 | -10 | -11 | 1 | -6

# Source: PubChem BioAssay
